# IDE cell activ = boosts human insulin-degrading enzyme activity in HEK cells. P14735. FAbeta-B cleavage, fluorescence polarization; 0% vehicle, 100% cell-free pure enzyme wells. activation, % at 5.96 µM. 0.073% of 340,000 active. AID 493087;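 active = activation above the mean of all tested compounds plus 3 SD, set per screening campaign, cut at about 17% in these data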
# Target sequence (P14735 whole entry, looked up): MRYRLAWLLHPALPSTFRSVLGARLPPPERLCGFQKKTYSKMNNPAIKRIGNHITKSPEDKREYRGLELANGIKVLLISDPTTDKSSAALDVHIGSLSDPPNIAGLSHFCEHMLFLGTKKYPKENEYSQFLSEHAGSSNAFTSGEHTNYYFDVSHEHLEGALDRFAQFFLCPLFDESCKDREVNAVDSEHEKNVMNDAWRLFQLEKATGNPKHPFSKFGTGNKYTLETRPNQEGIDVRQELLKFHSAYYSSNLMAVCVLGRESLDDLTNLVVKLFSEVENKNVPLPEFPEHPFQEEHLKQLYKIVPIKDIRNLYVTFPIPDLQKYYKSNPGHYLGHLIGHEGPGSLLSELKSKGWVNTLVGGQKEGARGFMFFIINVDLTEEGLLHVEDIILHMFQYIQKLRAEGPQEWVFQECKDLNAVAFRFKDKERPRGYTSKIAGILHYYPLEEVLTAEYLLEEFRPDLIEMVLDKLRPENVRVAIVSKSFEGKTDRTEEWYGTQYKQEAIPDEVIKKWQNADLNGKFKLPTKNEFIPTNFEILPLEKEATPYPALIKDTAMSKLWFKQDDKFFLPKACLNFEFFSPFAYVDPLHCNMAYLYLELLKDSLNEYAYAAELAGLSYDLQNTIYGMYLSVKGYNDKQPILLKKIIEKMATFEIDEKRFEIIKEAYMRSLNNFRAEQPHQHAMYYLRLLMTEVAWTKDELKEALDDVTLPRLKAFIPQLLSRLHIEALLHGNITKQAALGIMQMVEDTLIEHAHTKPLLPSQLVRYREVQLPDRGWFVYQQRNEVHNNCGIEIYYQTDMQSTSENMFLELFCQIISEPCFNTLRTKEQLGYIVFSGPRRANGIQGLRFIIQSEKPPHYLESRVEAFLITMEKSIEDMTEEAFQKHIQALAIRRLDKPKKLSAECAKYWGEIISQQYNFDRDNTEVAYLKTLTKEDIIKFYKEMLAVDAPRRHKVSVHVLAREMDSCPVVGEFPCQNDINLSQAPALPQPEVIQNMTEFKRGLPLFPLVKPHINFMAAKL
# VIM-2 inhibitor = blocks Pseudomonas aeruginosa VIM-2 metallo-beta-lactamase. purified VIM-2, nitrocefin hydrolysis, epi-absorbance fluorescence. inhibition, % at 5.6 µM. 0.89% of 290,000 active;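 active = inhibition above the mean of all tested compounds plus 3 SD, cutoff set per screening run, cut at about 7.5% in these data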;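 note: red hydrolysis product quenches plate fluorescence so inhibitors raise well fluorescence; 0% = enzyme with DMSO and 100% = DMSO without enzyme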
# pCIP destab = lowers stability of the mouse p/CIP coactivator protein. Q05BA5. F442A p/CIP-EGFP cells, EGFP fluorescence, 16 h. decrease of EGFP signal, % at 10 µM. 0.01% of 290,000 active. AID 1984;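 active = EGFP signal decrease of at least 30% at 10 µM or well 3 SD below plate mean, unless failing retest; inactive = the rest, including hits failing retest or dose response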; note: some compounds called inactive have numbers as strong as hits; many of its hits are not listed in these tables
# UBC9 SUMO inh = blocks human SUMOylation mediated by UBC9. P63279. HTRF SUMOylation assay, SAE1/SAE2 + UBC9, in vitro. inhibition, % at 35 µM. 0.36% of 290,000 active; in the data active = inhibition above about 50%, passing the limit was not always enough; note: strong numbers were not always called active
# DNA FID counter = displaces DNA intercalator in HCV helicase counter-screen | inhibition, % at 7.9 µM | DNA fluorescent intercalator displacement, fluorescence | 0.17% of 290,000 active; in the data active = inhibition above about 37%;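 note: 0% = vehicle and 100% = reference compound; higher means more ethidium bromide displaced from hairpin DNA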
# IMP-1 inhibitor = inhibitors of Pseudomonas aeruginosa IMP-1 metallo-beta-lactamase | AID 1556 | inhibition, % at 5.6 µM | purified IMP-1, nitrocefin hydrolysis, epi-absorbance fluorescence | 0.45% of 290,000 active;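 active = inhibition above the mean plus 3 SD of all compounds in the same screening run, cut at about 4.5% in these data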;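 note: 0% = IMP-1 with DMSO and 100% = DMSO wells lacking enzyme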
#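 System: Purified IMP-1 | Read-out basis: Percent enzyme inhibition | Controls: IMP-1 with DMSO as 0%, enzyme-free DMSO as 100% | Replicates: One well per compound | Doses: 5.6 µM nominal single concentration | Detection: Epi-absorbance fluorescence, 480 nm excitation, 530 nm emission | Incubation: 25 °C, 15 min preincubation, 25 min reaction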
# HCV NS3 hel inh = blocks Hepatitis C virus NS3 helicase unwinding; NS3 helicase DNA unwinding, Cy5 molecular beacon fluorescence; 0.56% of 290,000 active; inhibition, % at 10.9 µM; AID 1800;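 active = inhibition above the mean of all tested compounds plus 3 SD, set per campaign, cut at about 35% in these data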;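 note: 0% = DMSO wells and 100% = thioflavine S control wells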
#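 System: NS3 helicase fragment of HCV / Schedule: 1 h at 25 °C / Control set: DMSO alone as 0% and 110 µM thioflavine S as 100% / Reagent: Cy5/quencher beacon DNA duplex and ATP to start / Technique: Cy5 fluorescence / Replication: singlicate / Evaluation: % inhibition of end-to-start signal ratio versus controls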
# PfM18AAP inh = blocks P. falciparum M18 aspartyl aminopeptidase; AID 1822; 1.2% of 290,000 active; inhibition, % at 7.35 µM; recombinant PfM18AAP, H-Glu-NHMec fluorogenic cleavage;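 active = inhibition above the campaign mean inhibition over all tested compounds plus 3 SD, cut at about 28% in these data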;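 note: 0% = plate median of test compound wells and 100% = 2 mM ZnCl2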
# IDE inh = inhibitors of human insulin-degrading enzyme in cells; P14735; HEK cells, FAbetaB cleavage, fluorescence polarization; inhibition, % at 5.59 µM; 0.41% of 320,000 active;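 active = percent inhibition above the average of all tested compounds plus 3 SD, set per screening campaign, cut at about 16% in these data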;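 note: IDE supplied by intact live HEK cells; FP after avidin binding of uncleaved biotin substrate so inhibition keeps polarization high; 0% = DMSO wells and 100% = 60 µM reference IDE inhibitor Ii1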
# * marks the source's active call; other numbers are inactive results; / = no result given. Not a hit list, and some 3.6% of all compounds hit somewhere here.
SMILES,IDE cell activ,VIM-2 inhibitor,pCIP destab,UBC9 SUMO inh,DNA FID counter,IMP-1 inhibitor,HCV NS3 hel inh,PfM18AAP inh,IDE inh
COc1cc(OC)c(C(=O)OC(C)C(=O)Nc2cc(C(F)(F)F)ccc2Cl)cc1OC (stereo unspecified),-3.0,-1.3,6.9,-29.7,-22.9,1.2,-10.9,2.4,-4.6
CCOC(=O)c1sc(=S)n(-c2ccccc2)c1N(C(C)=O)C(C)=O,5.6,-3.1,2.0,6.4,4.1,-2.5,-9.7,5.3,-1.1
Cc1sc(NC(=O)CN(C(=O)c2ccccc2F)C2CCCC2)c(C(N)=O)c1C,-1.1,-4.3,-6.0,0.3,-28.5,-0.4,-19.0,-0.4,-1.9
CCN1CCN(c2nc3c(c(=O)[nH]c(=O)n3C)n2CCCc2ccccc2)CC1,-4.4,-0.2,-5.8,20.1,1.9,-2.6,1.6,-6.6,1.3
Cn1ccnc1C(=O)c1ccccc1Cl,9.0,-3.2,-9.6,12.9,-5.4,-1.2,4.4,-16.8,0.7
COc1ccc(C)cc1NC(=O)C(=O)NNC(=O)COc1ccc(Cl)cc1,2.0,-1.9,5.5,7.9,-3.9,-4.0,10.1,8.2,3.3
O=C1Nc2ccccc2C1(O)Cc1ccncc1 (stereo unspecified),0.2,-2.2,-14.3,20.1,-3.3,0.9,-14.3,3.4,-0.7
Cc1cc(NC(=O)c2cc(-c3ccc(C)s3)nc3ccccc23)no1,4.7,-1.2,-6.8,7.4,-2.1,-0.3,-1.3,-2.2,1.9
O=C(c1cc(-c2ccc(Br)cc2)n[nH]1)N1CCN(C(=O)c2ccccc2Br)CC1,6.4,-2.9,-5.7,-0.9,-53.5,-4.0,-5.2,1.5,3.3
CS(=O)(=O)c1ccc2nc(NC(=O)c3ccccc3)sc2c1,-4.3,-1.3,-9.0,3.6,-4.8,-2.4,11.6,1.1,4.3
O=C(C1CCCCC1)N1CCN=C1SCc1cccc([N+](=O)[O-])c1,6.9,3.4,2.6,0.4,1.4,1.2,1.4,18.7,1.9
COc1cc(C2CC(=O)c3c([nH]c(C(=O)OCCOC(C)C)c3C)C2)cc(OC)c1OC (stereo unspecified),10.8,-3.8,-15.9,16.7,-31.9,-4.2,5.3,6.2,-0.9
CC(=O)c1ccc(NS(=O)(=O)Cc2ccc(Cl)cc2)cc1,2.2,-3.1,11.8,-11.0,-5.0,-4.2,-1.0,0.4,2.7
CCOC(=O)c1sc(N(Cc2ccccc2)C(=O)CSc2ncn[nH]2)nc1C,-5.9,-4.2,-5.1,19.0,-13.7,-0.5,-3.5,90.5*,0.9
O=C1C2CCCN2C(c2ccc(F)cc2)N1c1nccs1 (stereo unspecified),7.1,-1.4,-4.6,-1.9,-0.8,-0.6,-3.3,-4.4,0.8
CCC(=O)N/N=C(\C)CC(=O)Nc1ccccc1-c1ccccc1,-1.5,-3.8,-2.5,1.2,-18.7,-4.1,-4.7,2.6,-0.2
CCOc1ccccc1NC(=O)CSC1=NN2CCCC(=O)N=C2S1,-4.3,-2.1,-19.1,14.2,-13.9,-1.5,3.9,-0.8,0.1
COc1ccc(/C=N\NC(=O)c2ccccc2)cc1COc1ccccc1,4.9,-2.4,-20.0,3.6,-32.5,-1.2,16.4,-0.2,-3.6
O=C(Nc1cccnc1)Nc1ccccc1Cl,0.2,-0.4,-101.7,1.6,3.6,0.0,-1.1,1.5,1.3
O=[N+]([O-])c1cc([N+](=O)[O-])c2nonc2c1Nc1ccc(O)cc1,4.6,-1.3,-3.7,/,2.5,-2.7,6.2,-0.6,-4.0
O=C(CSc1nnc2ccc(-c3cccnc3)nn12)Nc1ccc(F)cc1F,9.9,-2.8,9.0,26.2,0.1,-2.2,-2.8,6.2,-3.2
CCCNC(=O)CS(=O)(=O)Cc1nc(-c2cccc(OC)c2)oc1C,4.1,-4.5,-1.5,-0.2,-13.4,-3.3,-2.4,3.5,4.0
CC(C)(C)c1ccc(/C=C/C(=O)N2CCN(c3ncccn3)CC2)cc1,4.9,-2.1,-4.6,9.5,-23.3,-1.7,-1.0,-5.3,1.2
Cn1c(-c2ccccc2)c[n+]2c1-c1ccccc1C2,2.3,-2.9,-7.4,1.0,1.4,-3.4,9.1,-9.1,-3.8
COc1ccc(-n2nc(C(=O)NCC(=O)N3CCN(c4ccc(F)cc4)CC3)c3ccccc3c2=O)c(OC)c1,-0.9,1.1,-2.4,14.1,-40.4,-2.4,-6.5,-2.9,-5.1

# Further compounds:
SMILES,IDE cell activ,VIM-2 inhibitor,pCIP destab,UBC9 SUMO inh,DNA FID counter,IMP-1 inhibitor,HCV NS3 hel inh,PfM18AAP inh,IDE inh
CN(c1ccc(Cl)cc1)S(=O)(=O)c1nnc(NC(=O)C(C)(C)C)s1,2.6,-1.9,-10.5,-4.0,-20.9,-1.8,-4.9,-4.3,/
COc1cc(OC)c(OC)cc1/C=C1\Oc2cc(OCC(=O)N3Cc4ccccc4C[C@H]3C(=O)O)ccc2C1=O,-94.5,11.9*,-114.9,24.6,14.1,3.4,0.0,12.4,61.9*
Cc1ccc(NC(=O)c2cccnc2)cc1C,2.5,-0.8,-7.8,0.5,-0.2,-2.5,-13.9,3.0,2.6
Cc1c(Cc2ccc3c(c2)OCO3)sc(NC(=O)C(C)(C)C)c1C#N,1.6,-1.9,-6.8,-6.7,-9.2,-4.6,-3.9,-4.7,-0.7
CCCCN(CC)C(=O)c1n[nH]c(=O)c2ccccc12,-1.1,-0.2,-0.4,2.6,-5.3,-3.1,-6.0,2.4,-5.6
O=C(CSc1nc2ccccc2c(=O)n1-c1ccccc1)N1CCc2ccccc21,5.2,-3.6,-11.3,35.4,0.2,-3.0,0.6,-15.4,0.9
O=S(=O)(c1cccc(NC(=S)Nc2ccc(Br)cc2Cl)c1)N1CCOCC1,-0.1,-2.2,-5.7,-0.5,-6.7,-2.9,4.2,-25.1,4.8
COc1cc(OC)cc(N(C(=O)C2COc3ccccc3O2)C(C(=O)NC2CCCCC2)c2ccc(O)cc2)c1 (stereo unspecified),4.6,-2.3,3.9,-29.5,-26.6,-2.5,-33.7,0.8,-1.9
O=C(CSc1nnc2c3c4c(sc3ncn12)CCCC4)NCc1ccco1,3.3,0.2,-3.8,-1.1,-6.2,-2.2,2.6,5.5,-1.8
CN(C(=O)Cc1c(C(=O)O)n(C)c2ccccc12)c1cccc(C(F)(F)F)c1,2.7,0.1,-0.4,-2.9,-24.6,-1.3,3.4,-9.6,-2.3
CCOc1ccc(CNC(=O)CCS(=O)(=O)Cc2ccccc2C)cc1OC,1.0,-0.1,2.9,8.8,-18.3,-1.9,-10.1,3.2,-0.6
CC12CCC(C(=O)NNC(=O)c3ccccc3)(OC1=O)C2(C)C (stereo unspecified),-5.2,-0.9,2.9,5.8,-5.3,-1.7,1.6,-1.4,1.4
COc1ccc(NC(=O)CCCC(=O)NCCc2ccc(OC)c(OC)c2)cc1,3.7,-2.0,-19.4,-0.4,-17.8,-4.1,4.7,-4.7,3.4
CCN(CC(=O)NC1CCS(=O)(=O)C1)S(=O)(=O)c1ccc(C)cc1C (stereo unspecified),-1.4,-0.1,-3.4,8.3,-3.6,-3.1,4.8,-5.8,3.2
Cc1c(NC(=S)NC(=O)c2ccco2)c(=O)n(-c2ccccc2)n1C,1.4,0.5,-7.0,-13.2,-2.5,-1.4,12.5,-7.8,-1.5
O=C(CNC(=O)c1cccc(Cl)c1)N/N=C/c1cccnc1,0.5,-2.4,-6.3,23.3,-4.0,-2.0,2.1,-1.3,-1.1
Cc1ccccc1N(CC(=O)N/N=C/c1ccc(F)cc1)C(=O)c1ccccc1,-3.5,-4.1,10.5,-8.6,-14.7,0.4,-2.8,0.1,-2.1
COC(=O)c1ccc(NC(=O)c2ccc(C)cc2)o1,-3.0,-0.8,16.4,30.0,-4.0,5.5*,-1.9,2.9,1.2
COc1ccc(Cn2c(-c3ccc(Cl)cc3)c[n+]3ccccc23)cc1,1.3,-1.2,-1.1,-13.8,25.6,-1.3,-35.9,-16.5,-0.4
Cc1ccc(NC(=S)NNC(=O)CSc2nc3ccccc3c(=O)n2-c2ccc(C)cc2)cc1,-10.5,-2.5,-5.5,-117.7,-33.6,-4.7,-0.3,11.9,1.6
CCOc1ccc(NCc2nnc(SCC(=O)Nc3cc(C)on3)n2-c2ccc(OC)cc2)cc1,5.1,-4.3,6.7,-19.6,-16.2,-2.5,-3.0,-12.2,3.3
Cc1ccc2nc(-c3ccccc3)cn2c1,5.6,1.9,-10.4,4.1,0.8,-1.6,1.1,-12.4,-5.0
CN1CCC(=NNC(=O)C(=O)Nc2ccc(F)cc2)CC1,-1.5,-2.9,-1.7,15.6,-7.2,-0.9,-21.4,2.0,-3.4
CCC(CC)C(=O)Nc1cc(C(=O)NCCc2ccccc2)ccc1Cl,2.9,-3.3,-13.7,-7.7,-27.5,-1.2,12.8,-7.6,-7.3
Nc1ncnc(NNC(=O)CNC(=O)c2c(F)cccc2Cl)c1[N+](=O)[O-],10.0,-3.6,-5.3,0.9,2.0,-5.6,-3.3,20.1,-3.2

# Remaining list, next part.
SMILES,IDE cell activ,VIM-2 inhibitor,pCIP destab,UBC9 SUMO inh,DNA FID counter,IMP-1 inhibitor,HCV NS3 hel inh,PfM18AAP inh,IDE inh
CC1CCCC(C)N1C(=O)COc1ccc(-c2nnco2)cc1 (stereo unspecified),2.0,-2.5,-3.7,5.1,-5.8,-3.9,0.7,4.0,0.5
OCCC1CN(Cc2ccn[nH]2)CCN1Cc1ccc(F)c(F)c1 (stereo unspecified),-1.9,-2.2,2.6,7.1,1.2,-3.1,-9.4,-2.6,-2.9
CCN(CC)C(=O)Cc1cn(C)c2ccccc12,-0.4,-3.2,14.5,-6.4,-3.1,-2.2,-4.2,4.7,6.7
CCOc1ccc(C(=O)c2cccs2)cc1,1.9,0.1,-5.6,13.3,-3.2,-2.0,-3.7,-1.2,3.7
COc1ccc(CCNC(=O)c2ccc(=O)[nH]n2)cc1OC,0.4,-0.3,-7.1,31.8,-3.0,0.7,-5.8,3.1,2.4
Cc1ccccc1NC(=O)COC(=O)/C=C/c1cn(-c2ccccc2)nc1-c1cccnc1,5.2,-1.3,-1.6,13.9,-10.3,-1.1,5.4,-3.8,3.1
CCOc1ccc(S(=O)(=O)Nc2ccccc2C(=O)N2CCOCC2)cc1,0.6,-2.7,-9.6,-2.5,-14.9,-3.6,-0.9,4.0,-6.0
COc1cc(CNn2c(C)n[nH]c2=S)cc(Br)c1OCC(=O)NC(C)(C)C,-3.3,-1.8,-6.4,1.5,-48.0,-4.4,0.0,12.7,0.4
N#Cc1ccc(NC(=O)CCc2ccc(S(=O)(=O)N3CCOCC3)cc2)cc1,-1.1,-0.5,-3.1,12.3,-3.2,-1.3,0.8,-1.9,3.3

# Limited to PfM18AAP inh and DNA FID counter, for 2 of the compounds above:
mol	PfM18AAP inh	DNA FID counter
Cc1ccccc1NC(=O)COC(=O)/C=C/c1cn(-c2ccccc2)nc1-c1cccnc1	-3.8	-10.3
CCOc1ccc(S(=O)(=O)Nc2ccccc2C(=O)N2CCOCC2)cc1	4.0	-14.9

# Screens from PubChem.
